From PubChem
ERK EGF block: qHTS Assay for Inhibitors of the ERK Signaling Pathway using a Homogeneous Screening Assay; Stimulation with EGF; HEK293-V1b, EGF-stimulated phospho-ERK AlphaScreen; Potency, µM (series often up to 11.5 µM), for the others: top-dose activity change, negative = inhibition, actives largely listed as inhibitors; actives 0.41% (n = 130,000); AID 1454, 2008; active = well fitted inhibition curve with a large enough effect; inconclusive = small, poorly fitted or top-dose-only effect, or effect the other way;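 also: plate controls were stimulated vehicle wells for no effect and unstimulated vehicle basal for full effect; nearly all actives have a fitted effect of over 55% in size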
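EGF-stimulated (25 nM, 5 min) phospho-ERK in HEK293 cells stably expressing V1b, cells pretreated 30 min with compound at 37C. Homogeneous AlphaScreen read on lysates.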
Starred values were filed as active, the others as inactive; ? = inconclusive; [ ] = remark or other dose. Potency is read from the fitted curve at half-maximal effect.

SMILES | ERK EGF block
O=C(NCc1ccccn1)c1ccco1 | 0.2%
CCCSc1nsc(NC(=O)CCC)n1 | -2.8%
CCC1=C2CC[C@H]3C(=O)N(CC)C(=O)[C@H]3[C@H]2[C@@]2(Cc3ccccc3)C(=O)N(Cc3ccccc3)C(=O)N2C1=O | 1.2%
Cc1ccc(S(=O)(=O)N2CCC(C(=O)OCc3ccc([N+](=O)[O-])cc3)CC2)cc1 | 1.7%
COC(=O)c1[nH]c2cc(OC)ccc2c1NC(=O)CN1CCOCC1 | 0.8%
COc1ccc(/C=C2\NC(=O)C(C=NCc3ccccc3)=C2O)cc1 | 1.0%
COc1ccc(NCc2nnc(SCC(=O)Nc3ccccc3)n2C)cc1 | -12.2%
CCc1nnc(NC(=O)C(CC)c2ccccc2)s1 (stereo not drawn) | 0.5%
COc1ccccc1Nc1nc(N)nc(CSC(=S)N2CCC(C)CC2)n1 | 29.3%
Cc1cc(=O)[nH]c(SCC(=O)N2CCN(S(=O)(=O)c3ccccc3)C2)n1 | -4.4%
O=[N+]([O-])c1ccc(Sc2cccc[n+]2[O-])c2nonc12 | 25.1µM*
O=C(c1ccc(F)cc1)N1CCN(c2ccc([N+](=O)[O-])cc2-n2cccc2)CC1 | 8.7%[57.5 µM]
O=C(c1ccncc1)N1CCC2(CCCN(c3ccccc3)C2)CC1 | -2.8%
Cc1nnc(N/N=C/c2ccc([N+](=O)[O-])cc2)n1N | 1.2%
CCSc1nc(-c2ccccc2)nc(C(Cl)Cl)n1 | 4.5%
Cc1cc(Cl)n2nc(C)c(-c3ccc(Cl)cc3)c2n1 | -7.3%
COc1ccccc1N(CC(=O)NCCC1=CCCCC1)S(=O)(=O)c1ccccc1 | 5.3%
COc1cc(/C=N/NC(=O)C(=O)NCc2ccco2)cc(Cl)c1O | 4.1%[57.5 µM]
O=C(N/N=C/C=C/c1ccco1)c1cccc([N+](=O)[O-])c1 | 0.0%
N#Cc1ncn(-c2ccc(Oc3ccccc3)cc2)c1N | -3.2%
Cc1cccc(N2CCN(C(=S)Nc3ccc4nc(N5CCN(C)CC5)cc(C)c4c3)CC2C)c1 (stereo not drawn) | -3.0%
O=C(CCN1C(=O)c2ccc([N+](=O)[O-])cc2C1=O)Nc1cccc(O)c1 | 0.5%
COc1ccc(N(CC(=O)Nc2cccc(N(C)S(C)(=O)=O)c2)S(=O)(=O)c2ccccc2)cc1Cl | -21.8%
Cc1nc2ccccc2n1CCOc1ccc([N+](=O)[O-])cc1 | 0.3%
CN(C)S(=O)(=O)c1ccccc1N=C=S | 3.4%[57.5 µM]
COc1ccc(OCC(=O)NNC(=O)C(=O)N2CCCC2)cc1 | -1.1%
CC(=O)N1CCN(S(=O)(=O)c2c(F)cc(F)c(Cl)c2F)CC1 | -1.2%
CN(C)c1ccc(/C=C(/C#N)C(=O)NCc2ccccc2)o1 | -9.5%
c1csc(C2Nc3ccccc3-c3nc4ccccc4n32)c1 (stereo not drawn) | -2.0%
CC(C)C1OC2c3cccc4cccc(c34)C2N1c1ccccc1 (stereo not drawn) | 13.0%
CCN1C(=O)c2ccccc2S(=O)c2ccc(C(=O)N3CCN(C(=O)c4ccco4)CC3)cc21 (stereo not drawn) | -11.1%
Cc1nc(N2CCOCC2)sc1C(=O)NN | 28.0%
O=S(=O)(NCCCCCCc1ccccc1)c1cccc2c(Cl)cccc12 | -2.4%
COc1ccc(NC(=O)CCN2CCCCCC2)cc1 | 4.5%
CCOc1ccc(C(=O)OC2CCN(C)CC2)cc1 | -16.2%
O=C(OC(C(=O)NCc1cccs1)c1ccccc1F)c1ccco1 (stereo not drawn) | 5.9%
O=C(c1ccc2nc[nH]c2c1)N1CCc2ccccc2C1 | 0.2%
CCCCN=Cc1c(C)[nH]n(-c2ccccc2)c1=S | 7.5%
COc1ccc(C(=O)C2CCCN(Cc3ccc4nonc4c3)C2)c(OC)c1 (stereo not drawn) | -17.7%
COC(=O)N/N=C/C1=C[N+](=O)c2ccccc2[N+]1=O | -2.1%
CC(OC(=O)c1ccc(NS(=O)(=O)c2ccc3[nH]c(=O)[nH]c3c2)cc1)C(=O)Nc1ccc(Cl)cc1 (stereo not drawn) | -2.2%
COc1cc(OC)c(OC)cc1/C=N/Nc1ncnc2c1[nH]c1ccccc12 | 0.3%
Cc1ccc(C(=O)N/C(=C/c2cccs2)C(=O)NCc2ccco2)cc1 | 4.6%
O=C(c1ccc2c(c1)OCO2)N1CCC2(CC1)Oc1ccc(Cl)cc1C(=O)C21CC(c2ccccc2)=NO1 (stereo not drawn) | -3.6%[57.5 µM]
Cc1ccc(NC(=O)CCC(=O)N/N=C/c2cccs2)cc1C | 7.1%
CC(C)C(=O)NC(=O)COC(=O)/C=C/c1cccs1 | -8.5%
CNC(=O)c1ccsc1NC(=O)CN1C(=O)CCC1=O | 0.6%[57.5 µM]
O=C(CSc1ccc(Cl)cc1)Nc1cccc(-c2nnc(-c3ccco3)o2)c1 | 2.1%
O=C(NC(=O)c1ccccc1Cl)Nc1ccc(-c2cnco2)cc1 | 10.9%[57.5 µM]
Oc1ccc(-n2cccc2/C=N/n2cnnc2)cc1 | -4.2%
O=C(Nc1ccc2c(c1)OCCO2)C1CCN(C(=O)c2ccc([N+](=O)[O-])cc2)CC1 | 3.9%
CCc1c(O)c(/C(C)=N\O)c(=O)n(-c2ccccc2)c1-c1ccccc1 | -0.8%
c1ccc(N2CCOCCOCCOCCOCC2)cc1 | 4.8%[57.5 µM]
Cc1cccc(/C=C(\C(=O)C(=O)O)c2ccc3ccccc3n2)c1 | -0.7%
COc1ccc(CCNC(=O)CNC(=O)Cn2ccc3ccccc3c2=O)cc1OC | 7.1%[57.5 µM]
O=C1COc2ccc(-c3n[nH]c(=O)c4ccccc34)cc2N1 | -1.0%
O=C(CO/N=C/c1c(Cl)cccc1Cl)NNC(=O)c1ccc(Cl)cc1 | -5.1%[57.5 µM]
C[C@@H]1C[C@](C)(C(=O)c2ccc3ccccc3c2)C=C1c1ccc2ccccc2c1 | 0.2%
CN1C(=O)CSc2ccc(NC(=O)N3CCN(c4ccccc4)CC3)cc21 | -5.4%[57.5 µM]
CCn1cc(C(=O)OCC(=O)Nc2ccc(C(C)C)cc2)c(=O)c2ccc(C)nc21 | 2.6%

Next entries:
SMILES | ERK EGF block
S=c1[nH]nc(-c2ccncc2)n1/N=C/c1cn(-c2ccccc2)nc1-c1ccc(Cl)cc1 | 3.3%[57.5 µM]
C/C(=N\NC(=O)c1cccc(S(=O)(=O)N2CCCC2)c1)c1ccco1 | 9.2%[57.5 µM]
COC(=O)c1sc(S(=O)(=O)NCCC(=O)O)c(C(=O)OC)c1C | -5.7%
CC(C)NC(=S)NC(=O)c1ccc(Cl)cc1Cl | 4.5%
O=S(=O)(Cc1noc(-c2ccc(Cl)cc2)n1)Cc1ccco1 | -4.8%[57.5 µM]
O=C(COC(=O)/C=C/c1ccc(Br)o1)NCCCN1CCCC1=O | -2.1%
COCCN1C(=O)c2oc3ccccc3c(=O)c2C1c1ccc(OC)c(OC)c1 (stereo not drawn) | ?
CCc1ccccc1NC(=S)N(Cc1cccc(C)c1)c1cccnc1 | -0.2%
O=C(CN(CCO)c1ccccc1)Nc1cccc(S(=O)(=O)N2CCCC2)c1 | -8.7%
C=CCN(C(=O)c1cccc(N2C(=O)C3CC=CC(C)C3C2=O)c1)c1ccccc1 (stereo not drawn) | -2.6%
O=C(Cn1nnc2ccccc2c1=O)NCCc1ccc(Cl)cc1Cl | 9.1%
COc1ccc(Cl)cc1NC(=O)CNc1ccccc1CN(C)C1CCCCC1 | -6.8%
CN1CCN(C(=O)/C(=C\c2cccs2)NC(=O)c2cccs2)CC1 | 0.7%
CC/C=C\C/C=C\C/C=C\C/C=C\C/C=C\CCCC(=O)O | 2.7%
O=C(CSCc1c(F)cccc1Cl)Nc1cccnc1 | -2.0%
CN=c1scc(-c2ccccc2F)n1/N=C/c1ccc[nH]1 | -2.6%
COc1ccc(/C=C/C(=O)NC(=S)Nc2cc3oc4ccccc4c3cc2OC)cc1 | 4.7%
CC(C)Cc1ccc(-c2cc(=O)[nH][nH]2)cc1 | -5.8%
COc1ccc(N(CC(=O)NC2CCCCC2)C(=O)CNC(=O)c2ccco2)cc1 | 1.3%
Nc1ccc(-c2cnc[nH]2)cc1[N+](=O)[O-] | -2.7%[57.5 µM]
O=C(COC(=O)C1CC1)Nc1ccc(N=Nc2ccccc2)cc1 | 7.7%
C=CC(C)(O)CC1[C@@]2(C)CCCC(C)(C)C2CC[C@]1(C)O (stereo partly drawn) | -10.3%
O=C(Cn1c2[n+](c3ccc(C(F)(F)F)cc31)CCCCC2)c1ccc2c(c1)OCCO2 | 2.1%
CCOc1ccc(/C(C)=N/NC(=O)Cn2nc([N+](=O)[O-])cc2C)cc1 | -0.6%[57.5 µM]
CNC(=O)CCc1ccc(OC)cc1 | 12.0%[57.5 µM]
CC(=O)Nc1ccc(S(=O)(=O)NNC(=O)c2cccc(Br)c2)cc1 | -7.0%
O=C(/C=C/c1cccc([N+](=O)[O-])c1)Nc1ccc(Cl)cn1 | -13.6%
O=C(C1CCCO1)N1CCN(C(=S)Nc2ccc(F)c(Cl)c2)CC1 (stereo not drawn) | -11.2%
CCN1C(=O)C(CC(=O)NC)N(NC(=O)c2ccccc2)C1=S (stereo not drawn) | 5.1%
Cc1ccc(-n2c(SCC(N)=O)nnc2-c2cnccn2)cc1 | 5.3%[57.5 µM]
COCc1nnc(NC(=O)c2ccc3c(c2)OCO3)s1 | 0.3%
COc1ccc(Cn2c(-c3ccccc3)nc3c(c(=O)c4ccccc4n3C)c2=O)cc1 | -0.6%
CCN1/C(=C/c2ccc3cc(C)cc(C)c3[n+]2CC)Sc2cc(C)ccc21 | ?
CCOc1cc(/C=N/NC(=O)c2cccs2)ccc1OC(=O)N1CCOCC1 | 6.3%
Cc1c(Cl)c(C(F)(F)F)nn1CC(=O)NN | 0.2%
Cc1ccc(N(C)C(=O)C2CCCN2S(=O)(=O)c2ccc3c(c2)n(C)c(=O)c(=O)n3C)cc1 (stereo not drawn) | 2.9%[57.5 µM]
CC12CCC(c3n[nH]c(=S)nc31)C2(C)C (stereo not drawn) | 1.7%
Cc1sc(NC(=O)c2ccccc2)c(C#N)c1-c1ccccc1 | ?
O=C1C2C3C=CC(C3)C2C(=O)N1c1ccc(S(=O)(=O)Nc2nccs2)cc1 (stereo not drawn) | -18.9%[57.5 µM]

Only part of the results is shown; the hit share may differ from the screen's.
